KDM5B inh – Primary screen for KDM5B Histone Demethylases FDH-coupled qHTS. 2.6% of 220,000 active. Lysine-specific demethylase 5B (Homo sapiens), Q9UGL1. KDM5B demethylase, FDH-coupled NADH fluorescence (FDH is formaldehyde dehydrogenase). Potency, µM (highest dose often 57.7 µM), without a hit: top-dose activity change, negative = inhibition, hits mostly inhibitors; active = well fitted inhibition curve with a large enough effect; inconclusive = small, poorly fitted or top-dose-only effect; inactive = no such curve, though single readings can be large or run the other way; note: 0% is about no effect; nearly all actives have a fitted effect of over 70% in size
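Coupled FDH/NAD⁺ fluorescence readout. KDM5BΔAP 200 nM final; compound titration, 10 min RT preincubation; substrate mix 12.5 µM H3K4me3, 25 µM 2-OG, 50 µM Fe(II), 100 µM ascorbate, 0.25 mM NAD⁺, 0.25 U/mL FDH; ΔRFU over 30 min.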
* hit, by the source's call; ? = inconclusive; & = joins results of further samples; [ ] = another dose, or the depositor's remark. Potency is the fitted concentration of half-maximal effect.

compound | KDM5B inh
CCCCS(=O)(=O)Nc1ccc([C@H]2OCC(=O)N(Cc3ccc(OC)cc3)[C@@H]2CO)cc1 | 16%
Cc1ccc(-c2[nH]c3ccccc3c2SCCNC(=O)c2ccc(S(=O)(=O)N3CCOCC3)cc2)cc1 | -26%
CCOc1ccc(/C=C/C(=O)c2cccc(Br)c2)cc1OC | ?
CCOc1ccc(C(=O)NCCn2cc(SCC(=O)Nc3ccc4c(c3)OCCO4)c3ccccc32)cc1 | -37%
CC1CCc2c(sc3nc(CSc4nnnn4C)[nH]c(=O)c23)C1 (centres undefined) | -1%
O=C(NCc1ccccc1)NC(NC(=O)c1cccnc1)(C(F)(F)F)C(F)(F)F | 27%
Cc1cc(C)n(-c2nc3c(c(=O)n(CC(N)=O)c(=O)n3C)n2Cc2ccccc2F)n1 | 13%
Cc1cc(C(=O)CSc2nnnn2C2CC2)c(C)n1Cc1ccco1 | 3%
CC(C)c1nnc(NC(=O)c2nn(C(C)C)c(=O)c3ccccc23)s1 | 8%
O=C1CC(Cc2cc(N3CCCCC3)ncn2)CN1c1ccccc1 (centres undefined) | 32%[activator]
COc1ccc(C(=O)Oc2cccc3c(OC)ccc(C=O)c23)cc1OC | -18%
CC1=NS(=O)(=O)N(C)C=C1C(=O)OCc1nc(-c2cccs2)no1 | -19%

Fetched by structure from the entries so far:
compound | KDM5B inh
Cc1ccc(-c2[nH]c3ccccc3c2SCCNC(=O)c2ccc(S(=O)(=O)N3CCOCC3)cc2)cc1 | -26%
Cc1cc(C(=O)CSc2nnnn2C2CC2)c(C)n1Cc1ccco1 | 3%
COc1ccc(C(=O)Oc2cccc3c(OC)ccc(C=O)c23)cc1OC | -18%
O=C1CC(Cc2cc(N3CCCCC3)ncn2)CN1c1ccccc1 (centres undefined) | 32%[activator]
O=C(NCc1ccccc1)NC(NC(=O)c1cccnc1)(C(F)(F)F)C(F)(F)F | 27%

Back to the main list, starting 3 compounds before the break.
compound | KDM5B inh
O=C1CC(Cc2cc(N3CCCCC3)ncn2)CN1c1ccccc1 (centres undefined) | 32%[activator]
COc1ccc(C(=O)Oc2cccc3c(OC)ccc(C=O)c23)cc1OC | -18%
CC1=NS(=O)(=O)N(C)C=C1C(=O)OCc1nc(-c2cccs2)no1 | -19%
CCC(C)(NC(=O)Cc1c[nH]c2ccccc12)C(=O)NC1CCCC1 (centres undefined) | 9%
COc1ccc(N2CC(NC(=O)C3CC3)CC2=O)cc1 (centres undefined) | 7%&-9%
O=c1[nH]c2cc3c(cc2c(=O)n1CCCc1nc(-c2ccc(C(F)(F)F)cc2)no1)OCO3 | -9%
O=C(NCCC1CCN(C(=O)Nc2ccccc2F)CC1)c1ccccc1F | 15%
Cc1cc(C)cc(NC(=O)C2CC(=O)N(c3ccccc3)C2)c1 (centres undefined) | -25%
S=C(NCCC1=CCCCC1)Nc1ccc(Br)cc1 | -8%
COC(=O)C1CN(C2CCCC2)CCS(=O)(=O)N1Cc1cn(Cc2ccc(Cl)cc2)nn1 (centres undefined) | 16%
CC1(C(=O)NCC2CC2)CCCc2cnc(Nc3ccccc3)nc21 (centres undefined) | -11%[86.2 µM]
Cn1cncc1C(=O)NC1CCN(c2ccc(=O)n(C)n2)CC1 | ?
COc1ccc(OC)c(NC(=O)CCn2cccn2)c1 | 3%
COc1ccc(Cc2nc3nccc(-c4cccnc4)n3n2)cc1 | 8%
CCCC(OC(=O)c1cc(C)nc2ccccc12)C(=O)Nc1cc(C)on1 (centres undefined) | -3%
Cc1ccc(NC(=O)CCn2c(=O)oc3cc(S(=O)(=O)N4CCCC4)ccc32)cc1C(F)(F)F | 3%
CC(=O)OCCNC(=O)Cn1cnc2c1c(=O)n(C)c(=O)n2C | 7%
CCCCN(C)CCCNC(=O)Cn1ncc2c3ccccc3n(Cc3ccccc3F)c2c1=O | ?
Cc1noc(C)c1Cc1ccc(C(=O)NC2CCc3n[nH]c(=O)n3CC2)o1 (centres undefined) | 16%
CCc1ccc(C2=CC(c3c(F)cccc3Cl)n3c(nc4ccccc43)N2)cc1 (centres undefined) | ?
CCN(Cc1ccccc1)C(=S)Nc1ccc(C)cc1C | 13%
O=C1CCCN1CCC1CCN(Cc2cccc(OCC(O)CN3CCOCC3)c2)CC1 (centres undefined) | 30%
Cc1c(Cl)cccc1NC(=O)CCOc1ccccc1 | ?
CCc1cccc(NC(=O)CCC2CCCCC2)c1 | 7%
COC(=O)c1ccc(OCc2cccc(C#N)c2)c(OC)c1 | 15%
COCC(=O)N1CCN2C(=O)N(CC(N)=O)C(=O)[C@@H]2C1 | -1%[115 µM]
COc1ccc(NC(C)=O)cc1NC(=O)C(=O)c1c[nH]c2ccccc12 | 6%
CC(=O)NC(C(=O)N1CCC(c2nc3ccccc3s2)CC1)C(C)C (centres undefined) | -1%
Cn1ccc2c(C(=O)NCc3cccnc3)nc(-c3cccc(O)c3)cc21 | 40µM*
COCCNC(=O)[C@H]1CN(Cc2ccccc2)C[C@H]1C(=O)O | -13%
CCOc1ccc(CN2CCCC23Cc2ccccc2CNC3=O)cc1 (centres undefined) | ?
O=C(NCc1ccc(F)cc1)C1CCCCC1 | -13%
O=C(Nc1ccc(Oc2ccccc2)cc1)C(Cc1ccccc1)n1cnnn1 (centres undefined) | -22%
CCc1cc2c(cc1C1(C)OCCO1)C(C)(C)CCC2(C)C | 21%
COCC(=O)NC1CCC12CCN(C(=O)c1cccc3[nH]ccc13)CC2 (centres undefined) | ?
Cc1ccc2[nH]c(C)c(CCNC(=O)c3cc4cc(Br)ccc4oc3=O)c2c1 | 5%
Cc1ccc(NC(=O)CN2C(=O)NC3(CCS(=O)(=O)CC3)C2=O)cc1 | 12%
CCOc1cccc(N(C(=O)CCC(=O)Nc2cc(C)on2)C(C(=O)NC(C)(C)C)c2ccc(OC)cc2)c1 (centres undefined) | 27%
CC1CCc2nc3ncn(Cc4ccccc4C#N)c(=O)c3cc2C1 (centres undefined) | -15%
COc1cccc(-c2ccc(C(=O)N3CCC4(CCCN(C)C4=O)C3)o2)c1 (centres undefined) | ?
CC(C)c1ccc(C(C)NC(=O)Cc2cccs2)cc1 (centres undefined) | 14%
CCN(c1cccc(C)c1)S(=O)(=O)c1ccc2[nH]cc(C(=O)NCCCOC)c(=O)c2c1 | -14%
COc1ccc(C2Nc3ccccc3-c3cc(C)nn32)cc1O (centres undefined) | ?
Cc1cc(C(=O)NC2CCCc3ccccc32)c2ccccc2n1 (centres undefined) | -24%
Cc1ccc(-c2nnc(N3CCN(C(=O)COc4cccc(C)c4)CC3)c3ccccc23)cc1 | 20%
CCn1cc(S(=O)(=O)N2CCCCC2c2n[nH]c(C)n2)cn1 (centres undefined) | 17%
CCOc1ccccc1NC(=O)CCc1ccc(-c2ccc(C)cc2)o1 | -14%
COc1ncccc1CNC[C@H]1O[C@@H]2C[C@@H](CC(=O)N3CCOCC3)O[C@@H]2[C@@H]1O | -11%[86.2 µM]
COc1cccc(C2CC(=O)Nc3c(C(=O)O)cn(-c4cccc(Cl)c4)c32)c1OC (centres undefined) | -10%
CN(C)C(=O)c1ccc(OC2CCN(C(=O)c3ccc(F)cc3F)CC2)nc1 | -19%
CCN(Cc1ccccc1)c1ncnc2c1nnn2C | -7%
CSc1nc2c(c(=O)[nH]1)C(c1ccncc1)C(C(=O)OC(C)C)=C(C)N2 (centres undefined) | 25%
CC(C/C=N/NC(=O)c1csc2ccccc12)c1ccccc1 (centres undefined) | -7%
Cc1ccc(S(=O)(=O)c2nc(-c3cccs3)oc2N2CCCCC2)cc1 | ?
CC(C)N1Cc2nnn(Cc3ccccc3)c2-c2cc(N3CCCC3)ccc2S1(=O)=O | -8%
CC(=O)N1CCc2nc(-c3ccccc3)nc(-c3ccc(Cl)cc3)c2C1 | 0%
COc1ccc(/C=C(/C(=O)O)c2cccs2)cc1 | 3%
CC(C)n1cc2c(c1-c1ccccc1Cl)c(=O)n(C)c(=O)n2C | -19%
O=C(Cc1n[nH]c(=O)c2ccccc12)N(Cc1ccccc1)c1nc2c(s1)CCCC2 | 10%
Cc1ccc(CNS(=O)(=O)c2c(C)n(C)c(=O)n(C)c2=O)cc1 | -4%
Cc1ccc(C)c(C(=O)COC(=O)CCCC(=O)Nc2cc(C(F)(F)F)ccc2Cl)c1 | -17%
Cc1cccc(OCC(=O)N2CCCC(c3[nH]ccc3C(N)=O)C2)c1 (centres undefined) | -11%
O=C(NC1CC1)[C@@H]1C[C@H](Oc2ccccc2)CN1C(=O)c1ccc2ncccc2c1 | -14%

Other structures follow.
compound | KDM5B inh
O=C1CC(c2cc(Cl)ccc2F)c2c(n3c(nc4ccccc43)[nH]c2=O)N1 (centres undefined) | 2%
COc1ccc(/C=N/NC(=O)c2cccs2)c2ccccc12 | ?
COc1ccc(NC(=O)c2ccc(NC(=O)CCS(=O)(=O)c3cccs3)cc2)cc1OC | 2%
COC(=O)c1c(NC(=O)c2c(OC)cccc2OC)sc2c1C(C(=O)OC)CC2 (centres undefined) | ?
COc1ccc(OC)c(C2CCN(c3ncncn3)C2)c1 (centres undefined) | -15%
Cc1nc2nc(SCC(=O)Nc3ccccc3C(C)(C)C)[nH]c2cc1Br | -6%
COc1cc(NC(=O)COc2cc(C)cc3oc(=O)cc(C)c23)cc(OC)c1OC | -16%
Cc1cc(N2CCCC(Cn3cc(Cc4ccccc4)nn3)C2)nc(N)n1 (centres undefined) | ?
CCN(C(=O)CSc1nnc(-c2cc3occc3n2C)n1-c1ccccc1C)c1cccc(C)c1 | 0%
O=C(c1cscn1)N1CCCC2(COc3ccccc3[S+](=O)([O-])N2)C1 (centres undefined) | 6%[115 µM]
Cc1ccc(C)c(OCC(=O)c2ccc3c(c2)N(CCCC(=O)NCC2CC2)C(=O)CO3)c1 | -3%
Fc1ccc(-c2ccc3ncc(Nc4ccnc(N5CCOCC5)c4)n3n2)cc1 | -23%[86.2 µM]
CC(C)Cc1cc(C(=O)N2CCN(CCOc3ccccc3)CC2)on1 | 6%
Cc1ccc(C(=O)N2CCCn3ccnc3C2C(C)C)c(=O)[nH]1 (centres undefined) | -29%
O=C(c1cc(-c2ccc(Br)cc2)on1)N1CCc2ccccc2C1 | -4%
Cn1nc(C(=O)N2C[C@@H](Oc3cccnc3)C[C@H]2C(=O)NC2CC2)c2ccccc21 | ?
O=C(C1CCC1)N1CCC(c2nc(C3CCOCC3)no2)CC1 | -11%
COc1ccccc1OCC(=O)Nc1ccc(S(=O)(=O)Nc2onc(C)c2C)cc1 | 0%
Cc1cccc(NC(=O)CN2C(=O)CC(c3ccccc3)Sc3ccccc32)c1 (centres undefined) | ?
Cc1cccc(C(=O)Oc2ccc(/C=N/NC(=O)c3cc(O)cc(O)c3)cc2)c1 | -1%
Cc1cc(C)n(Cc2ccc(C(=O)NCC3Cn4cccc4CN3Cc3ccccc3)o2)n1 (centres undefined) | 32µM*
c1ccc(O[C@H]2COCCN(C3CCOCC3)C2)cc1 | -14%[115 µM]
N#Cc1cccc(Cn2cc(C(F)(F)F)ccc2=O)c1 | 26%
COc1ccc2nc3sc(C(=O)N4CCN(c5ccccc5)CC4)cc3cc2c1 | 1%
O=c1cc(-c2ccccn2)oc2c(-c3ccccc3F)nccc12 | 18µM*
CCCC1=Nc2cc(C(=O)NC3CCCCC3)ccc2Sc2ccc(C)cc21 | -12%
O=C(CSc1nncn1-c1ccccc1F)Nc1ccccc1C(=O)Nc1ccccc1 | 17%
Cc1ccc(-c2cc(C(=O)NCCCN(C)C)c3ccccc3n2)cc1C | ?
N#Cc1nc(C2CC2)oc1N1CCN(C(=O)c2cccnc2)CC1 | 29%
CC(C)c1noc(-c2cn(C3CCCN(C(=O)c4ccc(N(C)C)cc4)C3)nn2)n1 (centres undefined) | -9%
C=C(COC(C)=O)C1Cc2c(ccc3c2OC2COc4cc(OC)c(OC)cc4C2C3=O)O1 (centres undefined) | -10%
Fc1cccc(Nc2nc(NCC3CCCO3)nc3c2cnn3-c2ccccc2)c1 (centres undefined) | -20%
CC1=C(c2ccc(F)cc2)S(=O)(=O)N=C1N1CCC(C(=O)NCCc2cccc(C)c2)CC1 | 6%
Clc1ccc(Nc2nc(-c3ccccc3)c3ccccc3n2)c(Cl)c1 | ?
O=C(CCc1cccnc1)N1CC[C@@H](c2ccc3ccccc3c2)[C@H](O)C1 | -12%
N#Cc1c(N2C(=O)CC(c3ccc4c(c3)OCO4)C3=C2CCCC3=O)sc2c1CCCCC2 (centres undefined) | 1%
Cc1nn(C)c(C)c1CCCN(C)C(=O)c1ccc2c(c1)C(O)CCCCCN2C (centres undefined) | -27%
Cc1ccc(C)c(NC(=S)N2CCC(NC(=O)c3ccccc3)CC2)c1 | 10%
CCC(C(=O)NCCc1ccc(OC)c(OC)c1OC)n1nc(C)c2sc3ccccc3c2c1=O (centres undefined) | ?
Cn1cc(CN2C[C@H](C(=O)Nc3ccc(F)cc3)C[C@H]2c2cccc(C(F)(F)F)c2)cn1 | 4%
COc1cc(C(=O)COC(=O)COc2ccc(Cl)cc2)cc(OC)c1OC | -16%
O=C(Cc1ccc(Cl)cc1)Nc1nc2c(s1)CCCC2 | 10%
O=C(NCc1cccc(Cl)c1)c1cnc(N2CCOCC2)c2ccccc12 | ?
COC(=O)c1nc2ccccc2nc1N1CCN(c2ccc(F)cc2)CC1 | 5%
O=C(Cc1ccc(Cl)cc1)N1CC2CC(C1)[C@H]1CCCC(=O)N1C2 (some centres undefined) | -9%

An excerpt; count on the stated rates, not on these rows.
